MC4R antag cAMP: MC4R antagonists of cAMP signaling, primary screen, cell-based, TR-FRET, antagonist arm of biased-ligand search; Melanocortin receptor 4 (Homo sapiens), P32245; MC4R-expressing cells, MTII-stimulated cAMP, LANCE TR-FRET; inhibition, % at 6.5 µM; actives 0.48% (n = 360,000); AID 540295, 2011;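 active = inhibition above its plate's cutoff, the mean of tested wells on that plate plus 3 SD, cut at about 29% in these data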;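 also: 0% = Melanotan II alone and 100% = Melanotan II plus saturating MCL0020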
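System: U2OS-MC4R stable cell line; Technique: Eu-cAMP/anti-cAMP TR-FRET, emission 671 nm; Repeats: single well per compound; Also added: Melanotan II; Dosing: one concentration, 6.5 µM nominal; Schedule: 30-min compound, 1-h challenge, 1-h detection, room temperature.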
Granule exo inh: LAMP-1 surface exposure blockers, TALL-104 cells – cell-based, flow cytometry, MLPCN library, primary screen | TALL-104 LAMP-1 surface exposure; cells stimulated with thapsigargin and PMA | inhibition, % at 10 µM | actives 0.66% (n = 360,000) | AID 651702, 2012;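 active = inhibition above about 55%, limit read from the data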
HTR2A ag: mouse Htr2a agonists via beta-arrestin recruitment, primary screen, cell-based, luminescence; CHO-K1 mHTR2A beta-arrestin complementation; percent of 30 µM serotonin response; activation, % at 7.6 µM; actives 0.66% (n = 360,000); AID 624169, 2012;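 active = activation above a run cutoff, the mean activation of all tested compounds plus 3 SD, cut at about 14% in these data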;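 also: 0% = plate median of compound wells and 100% = 30 µM serotonin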
Target sequence (P35363 whole entry, looked up): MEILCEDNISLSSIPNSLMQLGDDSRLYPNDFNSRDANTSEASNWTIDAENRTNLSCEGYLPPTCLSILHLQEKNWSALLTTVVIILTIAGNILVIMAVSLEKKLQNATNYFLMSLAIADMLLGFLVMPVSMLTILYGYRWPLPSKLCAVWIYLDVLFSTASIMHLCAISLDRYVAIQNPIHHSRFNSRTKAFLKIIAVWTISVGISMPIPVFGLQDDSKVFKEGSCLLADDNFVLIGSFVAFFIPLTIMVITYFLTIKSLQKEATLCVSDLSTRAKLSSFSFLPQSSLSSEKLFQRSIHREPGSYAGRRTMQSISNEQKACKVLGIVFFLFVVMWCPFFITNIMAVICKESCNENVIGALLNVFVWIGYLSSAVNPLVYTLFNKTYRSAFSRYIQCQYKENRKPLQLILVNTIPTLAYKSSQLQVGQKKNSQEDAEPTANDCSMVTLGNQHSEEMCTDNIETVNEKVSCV
MC4R ag barr: MC4R agonists recruiting beta-arrestin, primary screen, cell-based, luminescence, agonist arm of biased-ligand search | actives 0.98% (n = 360,000) | U2OS MC4R beta-arrestin complementation; percent of melanotan II response, DMSO zero | Melanocortin receptor 4 (Homo sapiens), P32245 | activation, % at 8.9 µM | AID 540308, 2011;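 active = activation above a per-plate cutoff, the mean activation of sample wells on that plate plus 3 SD, cut at about 8% in these data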
N-glyco inh: increase of ERlucT glycosylation luciferase signal, primary screen, N-linked glycosylation inhibitor project, D54 ERlucT cells, luminescence, set 2. reporter increase, % at 12.5 µM. actives 0.23% (n = 360,000). D54 ERlucT glycosylation luciferase reporter, 24 h; percent of 100 nM tunicamycin response. AID 588692, 2011;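 active = mean luciferase reporter signal, scaled so untreated is 0 and the glycosylation-blocking control 100, at or above a set limit in every replicate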;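 also: luciferase carries N-glycosylation sites so blocking glycosylation raises the light; 0% = median of neutral control wells and 100% = median of 100 nM tunicamycin wells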
PDI turbidity: inhibitors of human PDI, primary screen, biochemical, turbidity, single point, plate reader; AID 588391, 2011; actives 0.052% (n = 350,000); PDI insulin aggregation turbidity, A650, 90 min; inhibition, % at 10 µM; Protein disulfide-isomerase (Homo sapiens), P07237;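 active = mean inhibition across replicates of 30% or more, whatever share of single replicates reach that level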;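 also: absorbance from insulin aggregation driven by PDI reduction with DTT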
Target sequence (P07237 whole entry, looked up): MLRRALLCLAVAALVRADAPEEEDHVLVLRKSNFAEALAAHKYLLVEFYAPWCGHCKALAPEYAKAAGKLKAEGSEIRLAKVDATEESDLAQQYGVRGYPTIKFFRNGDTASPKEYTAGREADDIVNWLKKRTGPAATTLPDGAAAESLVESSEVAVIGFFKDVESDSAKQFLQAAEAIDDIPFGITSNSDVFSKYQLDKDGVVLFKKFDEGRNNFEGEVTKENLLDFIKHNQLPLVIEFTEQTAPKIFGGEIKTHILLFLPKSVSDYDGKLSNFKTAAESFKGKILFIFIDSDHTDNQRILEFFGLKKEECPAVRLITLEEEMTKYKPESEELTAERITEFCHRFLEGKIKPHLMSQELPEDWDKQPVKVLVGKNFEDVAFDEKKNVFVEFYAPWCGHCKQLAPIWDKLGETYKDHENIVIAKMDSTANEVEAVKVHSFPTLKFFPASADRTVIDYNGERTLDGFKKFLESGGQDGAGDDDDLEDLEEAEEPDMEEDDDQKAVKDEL
ABCB6 inh MLPCN: ABCB6 transporter inhibitors, primary screen, K562-ABCB6 cells, flow cytometry, MLPCN library; ATP-binding cassette sub-family B member 6 (Homo sapiens), Q9NP58; K562-ABCB6 porphyrin accumulation, 1 h; hits give low values; fluorescence ratio to DMSO, % at 10 µM; actives 0.19% (n = 360,000); AID 602162, 2011;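 active = fluorescence ratio to DMSO below 75%, the collection mean minus 3 SD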;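 also: signal is porphyrin accumulated inside mitochondria; 100% equals median channel fluorescence of DMSO control wells; lower ratio means ABCB6 inhibition with less porphyrin fluorescence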
ABHD5 PLIN5 PPI: ABHD5-PLIN5 interaction inhibitors, primary screen, cell lysate, split luciferase complementation, luminescence; AID 602281, 2012; inhibition, % at 4 µM; Perilipin-5 (Homo sapiens) + 1-acylglycerol-3-phosphate O-acyltransferase ABHD5 (Homo …; actives 0.78% (n = 360,000); Split G. princeps luciferase complementation, 4 h;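 active = inhibition above the mean inhibition across every tested compound plus 3 SD, cut at about 22% in these data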;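 also: 0% = DMSO only wells and the 100% control is not disclosed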
CaV13 FRET inh: Primary screen for inhibitors of IQ motif and Ca2+-dependent inactivation inhibitor domain binding in CACNA1D, Förster resonance energy transfer in living cells, … | HEK cells, CFP/YFP FRET ICDI-IQ, plate reader, 10 min; percent FRET-ratio fall versus neutral wells | inhibition, % at 12.3 µM | actives 0.098% (n = 340,000);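 active = mean replicate inhibition of at least 30% and at least 1% of replicates passing that level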;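 also: 0% = median of the neutral control wells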
Cardio protect: cardioprotection against H2O2-induced cell death, primary screen, uHTS, H9c2 cells, ATPLite luminescence. H9c2 cardiomyocytes, H2O2 injury protection, 2 h. actives 0.63% (n = 360,000). protection from H2O2 cell death, % at 20 µM. AID 588492, 2011;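 active = compounds giving at least 50% protection of heart cells from peroxide-induced death in the single-dose screen, raw or plate-pattern-corrected value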;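 also: 0% = DMSO wells with peroxide and 100% = DMSO wells without peroxide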
* hit, by the source's call; i = inactive; . = not tested or not shown.

SMILES	MC4R antag cAMP	Granule exo inh	HTR2A ag	MC4R ag barr	N-glyco inh	PDI turbidity	ABCB6 inh MLPCN	ABHD5 PLIN5 PPI	CaV13 FRET inh	Cardio protect
O=C(CSc1ccccc1)NC1=NCCS1	3	-1	3	-1.9	-1	-1	97	-2	-3	-3
O=C(OCCOc1ccc(Br)cc1)c1ccc(Cl)nc1	26	0	2	9.2*	-2	4	i	-4	-7	-7
O=C(c1ccc2c(c1)OCO2)N1CCCC1	6	-3	-4	-1.7	-1	16	99	-4	-3	0
CNc1nc2cccnc2s1	0	6	3	-0.3	2	-13	102	-2	-19	-5
N#C/C(=C(/O)COC(=O)Cc1c[nH]c2ccccc12)c1nc2ccccc2[nH]1	2	1	3	-1.2	4	-2	98	-5	-4	5
CCOC(=O)N1CCN(CC(O)COc2cc(C)cc(C)c2)CC1 (centres undefined)	0	-4	-2	-2.4	1	-6	84	13	-20	1
CC1=C(C)CC(C(=O)NCCc2ccc(F)cc2)C(C(=O)O)C1 (centres undefined)	0	13	-2	-1.0	1	-3	98	1	0	2
CSc1ncccc1C(=O)NCC(=O)Nc1ccc(F)c(F)c1	-2	-1	2	-2.0	1	-5	99	2	-5	2
O=C(c1ccc(O)cc1)c1ccc(C(=O)c2ccc(O)cc2)cc1	7	-10	7	-1.2	-5	-4	106	1	-6	-11
CC(NC(=O)c1cccnc1)C(c1cccs1)N1CCN(C)CC1 (centres undefined)	7	-6	3	-1.1	1	.	99	3	-6	16
O=C(Nc1nnc(-c2ccccc2SCc2ccccc2)s1)Nc1ccccc1F	5	-2	4	-0.7	0	-4	97	1	.	-4
COc1ccc(NC(=O)c2ccc(NC(=O)CCS(=O)(=O)c3cccs3)cc2)cc1	0	-8	-1	-0.8	-6	-5	98	3	-3	16
Cc1cc(Br)cc2c1NC(=O)C2(c1c(C)n(C)n(-c2ccccc2)c1=O)c1c(C)n(C)n(-c2ccccc2)c1=O	2	3	-1	-3.5	1	-7	100	2	-6	2
CC(NC(=O)CN(C)S(=O)(=O)c1ccc2c(c1)c(=O)n(C)c(=O)n2C)c1ccccc1 (centres undefined)	-1	-2	2	-0.7	4	-8	97	3	-4	5
Cc1nc2ccc(S(=O)(=O)NCC(=O)N3CCC(C)CC3)cc2s1	2	0	5	3.6	1	-7	90	-1	.	-11

Some of these compounds in order of formula weight, high to low.
SMILES	MC4R antag cAMP	Granule exo inh	HTR2A ag	MC4R ag barr	N-glyco inh	PDI turbidity	ABCB6 inh MLPCN	ABHD5 PLIN5 PPI	CaV13 FRET inh	Cardio protect
Cc1cc(Br)cc2c1NC(=O)C2(c1c(C)n(C)n(-c2ccccc2)c1=O)c1c(C)n(C)n(-c2ccccc2)c1=O	2	3	-1	-3.5	1	-7	100	2	-6	2
CC(NC(=O)CN(C)S(=O)(=O)c1ccc2c(c1)c(=O)n(C)c(=O)n2C)c1ccccc1 (centres undefined)	-1	-2	2	-0.7	4	-8	97	3	-4	5
O=C(Nc1nnc(-c2ccccc2SCc2ccccc2)s1)Nc1ccccc1F	5	-2	4	-0.7	0	-4	97	1	.	-4
N#C/C(=C(/O)COC(=O)Cc1c[nH]c2ccccc12)c1nc2ccccc2[nH]1	2	1	3	-1.2	4	-2	98	-5	-4	5
Cc1nc2ccc(S(=O)(=O)NCC(=O)N3CCC(C)CC3)cc2s1	2	0	5	3.6	1	-7	90	-1	.	-11
O=C(OCCOc1ccc(Br)cc1)c1ccc(Cl)nc1	26	0	2	9.2*	-2	4	i	-4	-7	-7
CC(NC(=O)c1cccnc1)C(c1cccs1)N1CCN(C)CC1 (centres undefined)	7	-6	3	-1.1	1	.	99	3	-6	16
CSc1ncccc1C(=O)NCC(=O)Nc1ccc(F)c(F)c1	-2	-1	2	-2.0	1	-5	99	2	-5	2
CCOC(=O)N1CCN(CC(O)COc2cc(C)cc(C)c2)CC1 (centres undefined)	0	-4	-2	-2.4	1	-6	84	13	-20	1
CC1=C(C)CC(C(=O)NCCc2ccc(F)cc2)C(C(=O)O)C1 (centres undefined)	0	13	-2	-1.0	1	-3	98	1	0	2
O=C(c1ccc(O)cc1)c1ccc(C(=O)c2ccc(O)cc2)cc1	7	-10	7	-1.2	-5	-4	106	1	-6	-11
O=C(CSc1ccccc1)NC1=NCCS1	3	-1	3	-1.9	-1	-1	97	-2	-3	-3
O=C(c1ccc2c(c1)OCO2)N1CCCC1	6	-3	-4	-1.7	-1	16	99	-4	-3	0

Additional entries follow:
SMILES	MC4R antag cAMP	Granule exo inh	HTR2A ag	MC4R ag barr	N-glyco inh	PDI turbidity	ABCB6 inh MLPCN	ABHD5 PLIN5 PPI	CaV13 FRET inh	Cardio protect
O=C(CCc1ccccc1)Nc1cc2c(cc1C(=O)O)OCCCO2	4	35	-3	-2.1	-2	5	100	-1	-6	1
O=C(NC(=O)c1ccccc1)OCC1CCCN2CCCCC12 (centres undefined)	0	3	5	0.9	2	9	91	-2	-6	16
O=C(CSc1nc(O)c(C2CCCCC2)c(=O)[nH]1)NCC1CCCO1 (centres undefined)	1	4	5	-0.8	0	6	97	-1	-3	9
O=C(Oc1cccc(NC(=O)c2cccs2)c1)c1cccc(S(=O)(=O)N2CCCC2)c1	7	1	1	-4.8	0	-3	94	-6	-4	-5
CC(=O)N1N=C(c2ccc(Br)cc2)OC1(C)CC(=O)Nc1ccccc1 (centres undefined)	-1	1	1	0.4	1	12	98	2	-5	-4
COC(=O)c1[nH]c2ccc(C)cc2c1NC(=O)c1ccccc1[N+](=O)[O-]	10	-6	-3	-0.5	-2	2	105	5	-8	-1
CC(=O)NC1C(=O)N=C(SCc2ccccc2)NC1=O (centres undefined)	4	3	2	-1.3	1	3	96	-3	-3	0
CC(C)c1ccc(/C=N/Nc2cc(N3CCOCC3)nc(N3CCOCC3)n2)cc1	-7	6	1	-2.4	-1	1	96	-18	-5	-6
O=C(O)C1C2CCCCC2=C2CCCCC2C1C(=O)Nc1nccs1 (centres undefined)	1	15	5	-1.5	-1	-6	86	1	-5	-1
O=C(CNC(=O)c1ccccc1)NC1(C(=O)NC2CCCCC2)CCCCC1	9	1	13	-2.6	-1	5	98	1	.	-1
CCN(CC)S(=O)(=O)c1cc(NC(=O)Cc2n[nH]c(=O)c3ccccc23)ccc1C	6	-4	3	0.2	-2	-2	90	5	-2	-4
CN(C)CCOc1ccc2c(c1)C(=O)C(=Cc1ncc([N+](=O)[O-])n1C)C2	-27	-2	-1	-0.3	-19	-3	327	2	-8	-10
Cc1cc(C)n(-c2nncc(-c3ccccc3)n2)n1	0	-1	-3	-1.6	3	15	94	3	.	-1
O=C(CCN1C(=O)c2ccccc2C1=O)NCc1ccc(Cl)cc1	10	-8	2	-1.8	0	-8	95	0	-3	1
CC(C)c1nc(N2CCOCC2)c(C#N)c2c1CCCC2	3	7	7	0.8	-4	-3	96	-1	-6	0
O=C(NN1C(=O)C2C3C=CC([C@H]4CC34)[C@@H]2C1=O)c1ccc(Br)cc1 (some centres undefined)	-2	-4	-1	-1.9	2	0	96	-3	-4	1
Cn1c(N)c(C(=O)COC(=O)CCOc2ccc(C(C)(C)C)cc2)c(=O)n(C)c1=O	7	7	0	1.5	1	-1	110	-4	-7	-14
CC(C)NC(=O)N(C)C[C@H]1Oc2cc(Br)ccc2S(=O)(=O)N([C@H](C)CO)C[C@H]1C	-5	-9	3	-0.1	-2	-1	103	-4	-7	11
FC(F)c1nnc2c(Cl)cc(C(F)(F)F)cn12	-3	2	4	-0.9	-1	6	99	-1	-5	15
O=C(NCc1nnc(SCC(=O)N2CCCC2)o1)c1ccc(F)cc1	9	2	1	-1.9	2	-4	95	-8	-2	2
Cc1nn(C)c(C)c1/C=C/C(=O)O	3	-5	3	-3.3	-1	0	97	0	-3	-2
O=S(=O)(c1ccc(Cl)c(C(F)(F)F)c1)N1CCN(CC(O)COc2ccccc2F)CC1 (centres undefined)	-4	26	-1	1.0	-4	1	97	-13	-4	-10
CCc1noc(C)c1C(=O)Nc1ccccc1N1CCOCC1	7	2	-9	-3.0	4	-7	96	6	-15	2
Cc1cc(C)cc(NS(=O)(=O)c2ccc3[nH]c(=O)ccc3c2)c1	12	1	-6	-1.2	4	-4	93	-3	-19	0
S=c1[nH]nc(C2CCCCC2)n1/N=C/c1ccccc1Br	6	-2	6	-2.1	1	2	95	0	-19	-6
CCOC(=O)c1cc2c(c(-c3ccccc3)n1)[C@H](CCO)N(S(=O)(=O)C(C)(C)C)C2	9	-4	2	0.5	-2	0	102	-14	-4	-6
CCOCCOc1cc(NCc2ccccc2)c2ncn(C(C)C)c2c1	-1	0	2	1.8	5	1	138	-9	-12	-4
CCC(=O)N(Cc1cc(=O)[nH]c2ccccc12)c1ccc(C)cc1C	8	-2	4	-1.9	0	-2	96	6	-6	0
N#Cc1ccc(OCC(=O)NCCN2CCOCC2)cc1	-4	-3	-6	-1.7	1	-3	99	-3	-5	1
COc1ccc2cc(-c3nc4ccccc4n3C)c(=O)oc2c1	-3	-3	1	0.2	-3	3	97	-7	-7	-10
CCCC(=O)N1CCN(c2ccc(NC(=O)c3ccc(Br)o3)cc2)CC1	5	-1	-4	-0.9	0	0	94	7	-1	-7
O=C1CN(C(=O)COC(=O)Cc2ccsc2)c2ccccc2N1	3	-2	-1	0.6	7	-4	104	-4	-7	5
O=C(NCCCn1ccnc1)/C(=C\c1cccs1)NC(=O)c1ccccc1	2	1	2	-1.7	1	4	93	1	-5	4
Cc1nn(-c2ccccc2)c(C)c1C(=O)OCC(=O)N(C)c1c(N)n(Cc2ccccc2)c(=O)[nH]c1=O	5	1	5	-1.1	0	-6	101	4	-6	8
CN(Cc1ccccc1F)C(=O)c1ccccc1Sc1ccccc1C#N	6	3	0	-1.7	-1	-2	99	-1	-6	-2
Cc1ccc(-c2cn3c(n2)CCCC3)cc1	6	2	-2	-2.0	-4	-4	99	4	-5	-6
Cc1nc2sccn2c(=O)c1S(=O)(=O)Nc1ccc(N2CCN(C)CC2)cc1	9	2	7	0.2	1	.	102	4	-5	7

Screening results (PubChem BioAssay)
